High-throughput results (PubChem)
MmCpn inh = Inhibitors of TCP-1 ring complex (TRiC) of Methanococcus maripaludis (MmCpn): qHTS; purified Mm-Cpn ATPase, ADP Transcreener TR-FRET; Potency, µM (top dose mostly 76.9 µM), for inactives: at the top dose activity, negative = inhibition, hits mostly inhibitors; 330,000 compounds, 0.031% hits; also: potency is read from the fitted curve at half-maximal effect; % is scaled to controls: 0 for no effect and ±100 for the full control effect; nearly all actives have a fitted effect of over 80% in size
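ATP (10 uM final) was added to archaeal chaperonin (25 nM final) after 10 min exposure to test compound at 37°C; after 30 min further incubation, ADP was detected by competitive TR-FRET.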
EPAC1 antagonist = qHTS for Antagonist of cAMP-regulated guanine nucleotide exchange factor 3 (EPAC1): primary screen. EPAC1 GEF assay, Rap1b-BODIPY-GDP exchange fluorescence. 360,000 compounds, 0.14% hits. AID 720709, 2013. Potency, µM (series often up to 115 µM), for inactives: at the top dose activity change, negative = inhibition, usual class: inhibitors;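 also: potency is read from the fitted curve at half-maximal effect; plate controls were vehicle for no effect and positive control for full effect; nearly all actives have a fitted effect of over 50% in size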
EPAC2 antagonist = qHTS for Antagonist of cAMP-regulated guanine nucleotide exchange factor 2 (EPAC2): primary screen. Potency, µM (highest dose often 114 µM), for the others: at the top dose activity, negative = inhibition, most hits filed as inhibitors. AID 720708, 2013. 360,000 compounds, 0.18% hits. EPAC2 GEF exchange of Rap1B-BODIPY-GDP, fluorescence; also: potency is read from the fitted curve at half-maximal effect; % is scaled to controls: 0 for no effect and ±100 for the full control effect; nearly all actives have a fitted effect of over 45% in size; many of its hits are not listed in these tables
EPAC1 ag = qHTS for Agonist of cAMP-regulated guanine nucleotide exchange factor 3 (EPAC1): primary screen; Potency, µM (titrated, usually from 154 µM), for the others: at the highest dose activation, most hits filed as activators; EPAC1 agonist qHTS, biochemical assay; response scale: 100% = response to 6.5 mM cAMP; 360,000 compounds, 0.073% hits; Rap guanine nucleotide exchange factor 3 (Homo sapiens), O95398; also: potency is read from the fitted curve at half-maximal effect; nearly all actives have a fitted effect of over 60% in size
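Multi-concentration qHTS readout: loss of Rap1B-bound BODIPY-GDP fluorescence driven by 100 nM EPAC1 with excess GDP (50 uM), monitored kinetically at room temperature; agonist response expressed relative to 6.5 mM cAMP.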
WRN inhibitor = qHTS for Inhibitors of WRN Helicase | Bifunctional 3'-5' exonuclease/ATP-dependent helicase WRN (Homo sapiens), Q14191 | WRN helicase unwinding, fluorescent forked duplex, kinetic | Potency, µM (titrated, usually from 114 µM), for inactives: top-dose activity change, negative = inhibition, most hits filed as inhibitors | 360,000 compounds, 0.46% hits | AID 651768, 2012; also: potency is read from the fitted curve at half-maximal effect; % is scaled to controls: 0 for no effect and ±100 for the full control effect; nearly all actives have a fitted effect of over 55% in size
Target sequence (Q14191 whole entry, looked up): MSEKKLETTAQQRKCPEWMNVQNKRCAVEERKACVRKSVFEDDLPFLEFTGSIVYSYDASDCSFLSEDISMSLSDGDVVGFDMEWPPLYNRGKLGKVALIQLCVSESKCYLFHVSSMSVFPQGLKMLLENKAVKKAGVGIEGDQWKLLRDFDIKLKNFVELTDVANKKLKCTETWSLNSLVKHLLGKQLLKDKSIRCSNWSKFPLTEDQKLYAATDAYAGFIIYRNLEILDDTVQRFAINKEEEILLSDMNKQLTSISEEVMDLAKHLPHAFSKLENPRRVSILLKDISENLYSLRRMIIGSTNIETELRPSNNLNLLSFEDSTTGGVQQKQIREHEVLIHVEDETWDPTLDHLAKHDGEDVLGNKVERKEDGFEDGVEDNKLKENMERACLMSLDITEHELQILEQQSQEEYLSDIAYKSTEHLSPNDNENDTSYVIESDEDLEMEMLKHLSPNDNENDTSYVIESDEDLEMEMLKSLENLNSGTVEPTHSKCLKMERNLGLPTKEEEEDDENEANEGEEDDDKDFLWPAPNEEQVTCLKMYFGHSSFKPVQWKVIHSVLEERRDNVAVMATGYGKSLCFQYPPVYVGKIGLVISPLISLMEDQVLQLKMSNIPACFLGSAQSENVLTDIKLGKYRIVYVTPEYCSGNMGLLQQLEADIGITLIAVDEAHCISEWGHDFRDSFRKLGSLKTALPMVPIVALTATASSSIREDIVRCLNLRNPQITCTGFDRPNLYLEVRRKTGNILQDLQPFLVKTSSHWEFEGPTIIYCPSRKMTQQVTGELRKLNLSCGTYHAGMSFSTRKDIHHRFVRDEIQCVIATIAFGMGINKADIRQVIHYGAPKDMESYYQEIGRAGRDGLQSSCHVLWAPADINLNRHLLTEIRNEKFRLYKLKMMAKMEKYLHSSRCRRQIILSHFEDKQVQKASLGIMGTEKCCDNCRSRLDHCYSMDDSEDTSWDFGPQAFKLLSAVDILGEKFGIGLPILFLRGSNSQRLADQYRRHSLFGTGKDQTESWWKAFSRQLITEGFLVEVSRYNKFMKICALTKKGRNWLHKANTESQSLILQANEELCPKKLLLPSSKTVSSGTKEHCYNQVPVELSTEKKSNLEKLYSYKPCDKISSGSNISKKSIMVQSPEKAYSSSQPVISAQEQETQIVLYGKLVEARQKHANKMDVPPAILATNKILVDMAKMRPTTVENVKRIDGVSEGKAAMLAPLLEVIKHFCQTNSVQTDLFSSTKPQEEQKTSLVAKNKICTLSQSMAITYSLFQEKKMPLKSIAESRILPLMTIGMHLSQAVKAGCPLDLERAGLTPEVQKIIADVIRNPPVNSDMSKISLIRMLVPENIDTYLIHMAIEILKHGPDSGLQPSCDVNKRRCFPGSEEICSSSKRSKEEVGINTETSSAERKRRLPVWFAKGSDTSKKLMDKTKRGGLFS
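Kinetic fluorescence helicase assay: unwinding of a quenched forked DNA duplex (100 nM final) with 2 mM ATP final raises red fluorescence (525/598 nm). Compounds sat 15 min at room temperature with 20 nM WRN beforehand.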
CCT modulator = High-Throughput Screening for Modulators of Cytosolic Chaperonin Activity | purified chaperonin ATPase assay, HTRF ADP detection, 30 min | activity change, % (concentration not given with the values), hits read low | 360,000 compounds, 0.3% hits | AID 651819, 2012; in the data active = activity change below about -30%; also: % is scaled to controls: 0 for no effect and ±100 for the full control effect
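We incubate TRiC, 40 or 20 nM final, with library compounds at 76 uM and 10 uM ATP for 30 min at 37 °C. ADP formed is detected with Transcreener HTRF reagents after 30 min at room temperature.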
PLK1 PBD inh = qHTS for Inhibitors of PLK1-PDB (polo-like kinase 1 - polo-box domain): Primary Screen; Serine/threonine-protein kinase PLK1 (Homo sapiens), P53350; Plk1 PBD binding of FITC phosphopeptide, fluorescence polarization; Potency, µM, without a hit: max response, negative = inhibition, actives largely listed as inhibitors; 360,000 compounds, 2.8% hits; AID 720504, 2013; also: potency is read from the fitted curve at half-maximal effect; series mostly up to about 57 µM; % is scaled to controls: 0 for no effect and ±100 for the full control effect; nearly all actives have a fitted effect of over 65% in size
PI5P4Ka inh = qHTS for Inhibitors of phosphatidylinositol 5-phosphate 4-kinase (PI5P4K); AID 652105, 2013; PI5P4Kalpha enzyme, ADP-Glo luminescence, 60 min; active compounds read low; 330,000 compounds, 1.2% hits; max response, %; Phosphatidylinositol 5-phosphate 4-kinase type-2 alpha (Homo sapiens), P48426; active = max response of -50% or lower; inconclusive = between -30% and -50%; inactive = -30% or higher; also: value at the top dose of about 77 µM; % is scaled to controls: 0 for no effect and ±100 for the full control effect
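ADP-Glo luminescence end-point after a 60 min room-temperature kinase reaction. PI5P4Kalpha and substrate in HEPES pH 7.4 buffer with EGTA, 0.1% CHAPS and 5% DMSO; ATP at 5 microM final.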
* = called active by the depositor; ? = inconclusive; / = not tested or not shown; [ ] = dose if it differs, or a comment. Unless noted, calls follow the shape of the dose curve; as a rule, active = well fitted curve in the direction sought with a large enough effect; inconclusive = small, poorly fitted or top-dose-only effect, or another doubt; inactive = no such curve, though single readings can be large; an effect the other way counts as inactive or inconclusive. A portion of the library; count on the stated rates, not on these rows.

SMILES	MmCpn inh	EPAC1 antagonist	EPAC2 antagonist	EPAC1 ag	WRN inhibitor	CCT modulator	PLK1 PBD inh	PI5P4Ka inh
O=C(CN1C(=O)C2CC=CCC2C1=O)Nc1nnc(SCc2ccc(Cl)cc2)s1 (configuration not stated)	?	5.3%	3.4%	-2.6%	-2.3%[57.1 µM]	-0.5	-11.2%	0.3
C=CCN(C/C(=N\O)c1sc(C(=O)OCC)nc1C)c1cccc(Br)c1	/	-12.5%	?	-2.7%	-6.8%	-1.7	-4.4%	-1.9
COc1cc(C)c(S(=O)(=O)NCc2cccs2)cc1C	-0.2%	-24.0%	-4.8%	-2.4%	-18.4%	1.0	-12.5%	7.2
NC(=O)c1ccc(-n2nnnc2SCC(=O)Nc2ccccc2-c2ccccc2)cc1	1.0%	-16.0%	-2.2%	4.7%	-16.5%	-1.2	-2.4%	8.1
N#CN(CC(N)=O)c1nc(N2CCCCC2)nc(N2CCCCC2)n1	0.8%	-3.6%	-0.8%	6.7%	-29.3%	-0.6	-7.5%	3.9
CC(C)(C)n1nc(C2CC2)cc1NC(=O)Nc1ccc(Cl)cc1	-3.1%	11.1%	0.6%	-3.8%	-0.3%	-1.8	1.5%	2.0
Cc1cc(C(=O)Nc2cc(C)n(Cc3ccc(Cl)cc3)n2)no1	-0.5%	-2.9%	1.0%	0.8%	2.9%	0.5	-2.7%	/
Cc1cc(NC(=O)CSc2ccc(-c3ccc(Br)cc3)nn2)no1	0.4%	-7.3%	-1.8%	-3.6%	3.5%	0.1	-21.8%	-27.9
Cc1ccc(OCC(=O)NCCN2CCOCC2)cc1C	-0.4%	9.5%	-3.6%	8.3%	0.9%	1.9	-8.9%	-2.2
O=C(CN1CCCC1)Nc1cc(C(F)(F)F)cc(C(F)(F)F)c1	0.2%	0.5%	-3.3%	-11.3%	-7.3%	0.5	-6.3%	0.3
CCOc1cc(/C=N/NC(=O)CNc2ccc(C)cc2)ccc1OC(=O)c1ccccc1	-3.5%	-3.7%	-2.3%	9.5%	-9.4%	0.1	-0.7%	/
COc1ccc(C(=O)Nc2ccccc2C(=O)N2CCOCC2)cc1Br	-0.9%	-8.3%	-9.6%	-8.2%	-3.2%	-1.0	26.7µM*	-4.3
COc1ccccc1N1CCN(C(=O)C2CCCN(S(=O)(=O)c3ccc4c(c3)oc(=O)n4C)C2)CC1 (configuration not stated)	-0.5%	5.6%	-6.4%	7.1%	-10.3%	-0.5	-7.3%	-0.7
CCN(c1ccccc1)S(=O)(=O)c1ccc(Cl)c(NC(=O)CSc2nncs2)c1	-4.7%	-16.1%	-8.6%	5.8%	-11.5%	1.1	1.4%	-19.8
CN(Cc1ccc(C(C)(C)C)cc1)C(=O)C1CCN(C(=O)Nc2ccccc2)CC1	0.1%	-10.4%	-12.3%	2.3%	-8.4%	-1.3	-0.5%	3.2
O=C1NN(c2ccccc2)C(=O)/C1=C\c1ccc(-c2cc([N+](=O)[O-])ccc2O)o1	-3.3%	-4.4%	79.4µM*	-6.4%	-19.6%[11.6 µM]	-0.6	?	-68.7*
CN1CCN(c2ccc(CNS(=O)(=O)Cc3cccc(C(F)(F)F)c3)cc2)CC1	-3.6%	7.2%	0.6%	-4.2%	4.3%	1.9	0.1%	-3.3
COCCN(C(=O)COC(=O)CSc1ccc2ccccc2c1)c1c(N)n(Cc2ccccc2)c(=O)[nH]c1=O	1.5%	9.2%	8.5%	-6.7%	4.3%	-1.8	-1.5%	5.1
O=C1N=c2ccccc2=C1c1[nH]c(=S)[nH]c1O	-3.0%	10.2%	4.6%	0.0%	-17.6%	-1.8	-10.2%	?
O=C(Cn1c2[n+](c3ccc(C(F)(F)F)cc31)CCCCC2)c1ccc2c(c1)OCCO2	1.1%	-19.4%	2.7%	2.8%	19.2%	-1.4	-1.7%	-5.3

Compound profiles (already shown). Order of screens: MmCpn inh, EPAC1 antagonist, EPAC2 antagonist, EPAC1 ag, WRN inhibitor, CCT modulator, PLK1 PBD inh, PI5P4Ka inh
Shown for O=C(CN1C(=O)C2CC=CCC2C1=O)Nc1nnc(SCc2ccc(Cl)cc2)s1 (configuration not stated) = ?, 5.3%, 3.4%, -2.6%, -2.3%[57.1 µM], -0.5, -11.2%, 0.3
Shown for COc1ccccc1N1CCN(C(=O)C2CCCN(S(=O)(=O)c3ccc4c(c3)oc(=O)n4C)C2)CC1 (configuration not stated) = -0.5%, 5.6%, -6.4%, 7.1%, -10.3%, -0.5, -7.3%, -0.7
Shown for CN(Cc1ccc(C(C)(C)C)cc1)C(=O)C1CCN(C(=O)Nc2ccccc2)CC1 = 0.1%, -10.4%, -12.3%, 2.3%, -8.4%, -1.3, -0.5%, 3.2

Other compounds follow.
SMILES	MmCpn inh	EPAC1 antagonist	EPAC2 antagonist	EPAC1 ag	WRN inhibitor	CCT modulator	PLK1 PBD inh	PI5P4Ka inh
CN1C(=O)C(=O)N(CC(=O)Nc2ccccc2OC(F)F)C1=O	-2.7%	2.7%	1.8%	-10.7%	10.1%	-3.4	-2.8%	-7.4
Nc1cccc(N2C(=O)c3cccc4c(N)ccc(c34)C2=O)c1	-4.1%	96.7%[activator]	151.9%[activator]	100µM*	-10.8%	-0.6	10.6µM*	-17.1
CCOC(=O)C1CCCN(C(=O)C2CCN(S(=O)(=O)c3c(C)noc3/C=C/c3ccccc3F)CC2)C1 (configuration not stated)	1.4%	-12.3%	-7.5%	-4.7%	3.7%	0.6	-0.1%	4.1
N=c1sccn1CC(=O)Nc1ccc(SC(F)F)cc1	0.9%	-17.8%	-0.8%	2.0%	-0.2%	-1.2	23.8µM*	-10.7
Cc1cnc(C(=O)OCC(=O)Nc2cccc3ccccc23)cn1	2.5%	-9.1%	-5.5%	-0.6%	-2.0%	-5.1	-2.8%	-5.2
Cc1noc(N)c1C(=O)Nc1ccc(F)c(Cl)c1	0.2%	-1.9%	-0.9%	0.0%	-4.2%	-2.4	-18.2%	-3.3
C/C(CC(=O)NC1CCCCC1)=N\NC(=O)c1ccccn1	2.2%	11.7%	1.0%	-0.7%	-1.8%	0.4	-9.0%	2.3
COc1ccc([C@@H]2CC=C(C(=O)O)[C@H](c3ccc(Cl)cc3)N2S(=O)(=O)c2ccc(Cl)cc2)cc1	1.4%	?	-29.4%	0.6%	-3.3%	1.8	?	-1.4
CCOC(=O)/C=C1\SCC(=O)N1CC(=O)Nc1ccc(OC)c(OC)c1	-0.3%	-2.2%	-1.5%	0.5%	-5.6%	-2.4	-14.5%	4.2
O=C(c1cc([N+](=O)[O-])ccc1Cl)N1CCN(c2ccccc2)CC1	1.6%	-4.0%	0.8%	-2.7%	2.4%	0.8	-7.3%	-9.9
COc1ccc(-c2[nH]ncc2CN2CCCC2c2nonc2C)c(F)c1 (configuration not stated)	0.1%	6.4%	9.9%	1.2%	5.1%	-3.3	4.4%	-0.7
CCOC(=O)c1ncccc1NC(=O)CC(=O)Nc1cccnc1C(=O)OCC	/	-16.2%	2.0%	0.2%	-2.2%	2.5	-3.2%	-1.1
CC(C)C(=O)Nc1ncc2c(n1)CC(c1cccs1)CC2=O (configuration not stated)	1.3%	-13.8%	-0.9%	-3.7%	-8.4%	-3.3	-6.2%	2.5
CCOCCCNc1c2c(nc3cc(-c4ccc(F)cc4)nn13)CCC2	-1.9%	-9.8%	-0.3%	10.3%	1.3%	1.0	0.0%	0.4
Cc1cccn2c(=O)c(C=Nc3ccccc3)c(NCc3ccco3)nc12	-0.2%	6.4%	21.6%	2.5%	-34.7%	4.5	-7.8%	/
Cc1cc(NC(=O)c2cccc(S(=O)(=O)N3CCCC3)c2)no1	2.4%	-5.7%	-1.8%	7.2%	-0.5%	-2.6	-1.6%	/
Cc1ccc(S(=O)(=O)c2nc(-c3ccco3)oc2SCC(N)=O)cc1	-1.7%	17.7%	2.5%	9.2%	6.7%	3.0	-22.7%	-22.1
CCc1nc2c(OCc3ccc(F)cc3)cccn2c1N(C)C(=O)COc1ccccc1	/	-12.9%	-16.1%	1.1%	0.1%[57.1 µM]	-0.6	-5.7%	0.7
CCOC(=O)N1CCN(C(=O)C2CCCN(S(=O)(=O)c3ccc(F)cc3)C2)CC1 (configuration not stated)	2.0%	25.8%	-0.2%	10.9%	-7.7%	-0.6	-2.9%	-11.7
CCC(C)NC(=O)CN(C1CCCCC1)S(=O)(=O)c1ccc(F)cc1 (configuration not stated)	-2.9%	-12.6%	2.0%	3.8%	-24.5%	0.0	-5.5%	-6.4
O=C(NC1CCCCC1)C1CC(=O)N(CCc2ccccc2)C1 (configuration not stated)	-0.5%	7.3%	10.2%	4.8%	-9.9%	1.6	2.8%	/
CCOc1ccc(-n2c(SCC(=O)Nc3cc(C)on3)nc3c([nH]c4ccccc43)c2=O)cc1	-6.8%	1.9%	5.7%	-23.1%	3.7%	0.5	-0.9%	1.7
Cc1cc2c(cc1C)CN(c1ccccc1)C2	-1.3%	0.3%	-6.5%	-1.5%	3.5%	-1.4	-12.4%	-18.4
O=S(=O)(Nc1ccccc1)N1CCCCC1	/	14.9%	2.6%	10.7%	12.1%	-2.5	-12.7%	-5.7
N#CC1=C(O)CCCn2c1nc1ccccc1c2=O	-3.3%	6.4%	-1.7%	9.0%	-17.7%	1.9	-0.2%	/
CCCN(CC(=O)Nc1ccc(F)c(F)c1F)C(=O)Cc1ccc(S(=O)(=O)N2CCOCC2)s1	-2.8%	-29.7%	3.3%	-1.9%	3.5%	-0.7	-15.1%	?
CCOC(=O)[C@]12CCCC=C1N(Cc1ccco1)C(=O)[C@H](CC(=O)NCC13CC4CC(CC(C4)C1)C3)C2	/	-15.0%	5.2%	-4.4%	-1.4%	0.3	-0.7%	-0.3
CC(C)(C)OC(=O)N1CCN(C(=O)c2[nH]cnc2C(=O)NCC(=O)OCc2ccccc2)CC1	-1.7%	4.9%	0.4%	2.6%	-2.3%	-1.7	-2.3%	0.6
O=C(/C=C/[C@H]1O[C@@H](n2ccc(=O)[nH]c2=O)[C@H](O)[C@@H]1O)NCc1ccc2c(c1)OCO2	/	-2.2%	4.5%	2.4%	-9.5%	-0.3	0.0%	3.6
